Bioassay records as filed in PubChem BioAssay.
NOD2-RIPK2 inh = inhibitors of human NOD2-RIPK2 interaction. CHO BLA complementation NOD2-RIPK2, CCF4 ratio. inhibition, % at 4.98 µM. actives 0.38% (n = 360,000). AID 624267; in the data active = inhibition above about 21%;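 also: 0% = vehicle only and 100% = reference blocker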
Target sequence (O43353 whole entry, looked up): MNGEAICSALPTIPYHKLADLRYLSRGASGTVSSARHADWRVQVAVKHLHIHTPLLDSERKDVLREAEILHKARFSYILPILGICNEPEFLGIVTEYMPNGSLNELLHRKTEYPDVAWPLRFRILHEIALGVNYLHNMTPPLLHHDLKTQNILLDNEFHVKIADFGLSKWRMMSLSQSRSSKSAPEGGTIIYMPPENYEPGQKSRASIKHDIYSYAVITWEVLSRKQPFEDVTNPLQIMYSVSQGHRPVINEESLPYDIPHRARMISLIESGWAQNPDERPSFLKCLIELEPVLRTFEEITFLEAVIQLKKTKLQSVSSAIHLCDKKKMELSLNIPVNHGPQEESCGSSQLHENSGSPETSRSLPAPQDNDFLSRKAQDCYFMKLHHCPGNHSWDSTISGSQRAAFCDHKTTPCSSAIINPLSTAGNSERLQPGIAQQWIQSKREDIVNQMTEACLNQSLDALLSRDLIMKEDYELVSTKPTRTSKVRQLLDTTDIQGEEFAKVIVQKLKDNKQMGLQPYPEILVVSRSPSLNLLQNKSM
N-glyco inh = N-linked glycosylation inhibition | D54 ERlucT glycosylation luciferase reporter, 24 h; percent of 100 nM tunicamycin response | reporter increase, % at 12.5 µM | actives 0.23% (n = 360,000) | AID 588692;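 active = mean luciferase reporter signal, scaled so untreated is 0 and the glycosylation-blocking control 100, at or above a set limit in every replicate; inconclusive = mean reaches the limit but not every replicate does; inactive = mean below the limit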;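 also: luciferase carries N-glycosylation sites so blocking glycosylation raises the light; 0% = median of neutral control wells and 100% = median of 100 nM tunicamycin wells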
TLR9-MyD88 block = blocks human TLR9 binding to MyD88; Q9NR96+Q99836; CHO BLA complementation TLR9-MyD88, CCF4 FRET ratio; inhibition, % at 4.98 µM; actives 0.21% (n = 340,000);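 active = inhibition above the mean over all tested compounds plus 3 SD, cut at about 21% in these data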;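 also: 0% = DMSO only wells and 100% = clavulanate BLA inhibitor control wells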
ABHD5-PLIN5 inh = inhibitors of human ABHD5-perilipin-5 interaction. Q00G26+Q8WTS1. Split G. princeps luciferase complementation, luminescence, 4 h. inhibition, % at 4 µM. actives 0.78% (n = 360,000). AID 602281;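 active = inhibition above the mean inhibition across every tested compound plus 3 SD, cut at about 22% in these data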;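 also: 0% = DMSO only wells and the 100% control is not disclosed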
Vif inh = HIV Vif inhibition. HEK293T cells, Vif self-association by quenched fluorescence, imaging, 24 h. inhibition, % at 7.49 µM. actives 0.35% (n = 340,000); in the data active = inhibition above about 50%, passing the limit was not always enough; inconclusive = no clear call, values can overlap the other calls; inactive = below about 31%; also: some results filed as inactive read as strong as hits
ABCB6 inh 2 = inhibitors of human ABC transporter ABCB6 | Q9NP58 | K562-ABCB6 porphyrin accumulation, flow cytometry, 1 h; hits give low values | fluorescence ratio to DMSO, % at 10 µM | actives 0.19% (n = 360,000) | AID 602162;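 active = fluorescence ratio to DMSO below 75%, the collection mean minus 3 SD; inconclusive = too few cells collected in the well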;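 also: signal is porphyrin accumulated inside mitochondria; 100% equals median channel fluorescence of DMSO control wells; lower ratio means ABCB6 inhibition with less porphyrin fluorescence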
aDG glyco act = increases alpha dystroglycan glycosylation. Pro5-aDG cells, alpha-DG glycosylation AlphaScreen (IIH6); 0% Pro5, 100% B10-LARGE cell signal. activation, % at 10 µM. actives 0.22% (n = 360,000). AID 624168;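 active = activation of at least 8% versus controls, or a plate z-score of at least 8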;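 also: Pro5 are CHO cells carrying HIG-tagged alpha-DG that lacks glycosylation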
Granule exo inh = lytic granule exocytosis inhibition; inhibition, % at 10 µM; actives 0.66% (n = 360,000); TALL-104 LAMP-1 surface exposure, flow cytometry; cells stimulated with thapsigargin and PMA; AID 651702;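 active = inhibition above about 55%, limit read from the data; inconclusive = no clear call, values can overlap the other calls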
MC4R antag cAMP = blocks human MC4R cAMP signaling. actives 0.48% (n = 360,000). MC4R-expressing cells, MTII-stimulated cAMP, LANCE TR-FRET. inhibition, % at 6.5 µM. AID 540295;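 active = inhibition above its plate's cutoff, the mean of tested wells on that plate plus 3 SD, cut at about 29% in these data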;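 also: 0% = Melanotan II alone and 100% = Melanotan II plus saturating MCL0020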
Target sequence (P32245 whole entry, looked up): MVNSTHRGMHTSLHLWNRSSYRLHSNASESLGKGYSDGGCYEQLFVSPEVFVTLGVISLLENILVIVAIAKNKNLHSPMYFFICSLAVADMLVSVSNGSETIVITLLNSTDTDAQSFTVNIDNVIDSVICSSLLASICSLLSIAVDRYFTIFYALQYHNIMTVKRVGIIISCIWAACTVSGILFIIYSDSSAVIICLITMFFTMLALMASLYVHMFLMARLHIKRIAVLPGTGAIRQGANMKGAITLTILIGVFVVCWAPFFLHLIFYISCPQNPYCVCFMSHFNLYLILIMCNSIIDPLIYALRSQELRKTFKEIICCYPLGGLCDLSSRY
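System – human MC4R-expressing U2OS cells · Also added – Melanotan II · Dosing – one concentration, 6.5 µM nominal · Timing – 30-min compound, 1-h challenge, 1-h detection, room temperature · Measured by – Eu-cAMP/anti-cAMP TR-FRET, emission 671 nm · Replicates – singlicate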
MC4R barr agon = agonists of human melanocortin 4 receptor (MC4R) beta-arrestin; P32245; U2OS MC4R beta-arrestin complementation, luminescence; percent of melanotan II response, DMSO zero; activation, % at 8.9 µM; actives 0.98% (n = 360,000); AID 540308;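 active = activation above a per-plate cutoff, the mean activation of sample wells on that plate plus 3 SD, cut at about 8% in these data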
An asterisk follows results filed as active; ? = inconclusive; / = no result given.

Below each SMILES – MC4R barr agon	TLR9-MyD88 block	aDG glyco act	Vif inh	MC4R antag cAMP	NOD2-RIPK2 inh	N-glyco inh	Granule exo inh	ABCB6 inh 2	ABHD5-PLIN5 inh
O=C(OCc1ccccc1)N1CCC2CC1c1ccc(Cl)cc12 (configuration not stated)
  0.7	9	1.0	/	1	9	-1	1	99	5
COc1ccc(-c2cc(CCCC(=O)NCCc3ccccc3)no2)cc1
  3.3	10	-0.1	-5	-8	-2	-4	-2	99	5
O=C(CC1Oc2ccc(Cl)cc2NC1=O)NC1CCCCCC1 (configuration not stated)
  -0.8	-1	-0.2	4	10	-8	-2	-1	99	-4
Cc1ccc(OCCCN2C(=O)C(=O)c3cccc(C)c32)cc1
  0.0	0	0.2	13	-4	6	0	12	104	-1
Cc1csc(NC(=O)CSc2nnc(NC(=O)COc3ccccc3)s2)n1
  -2.7	1	-0.3	-5	-1	-4	1	5	97	1
COc1ccc(CCNc2ncnc3c2nnn3Cc2ccccc2)cc1OC
  0.4	7	-0.1	-4	5	12	-4	1	95	-2
CCN(C(=O)c1cccc(F)c1)c1ccccc1C
  -0.5	7	-0.1	-1	2	-3	-2	-2	98	-5
Cc1csc(NC(=O)[C@@H](NC(=O)c2ccccc2)C(C)C)n1
  -0.3	5	-0.1	3	8	-10	1	-1	98	1
O=C(CSC(=S)N1CCCC1)N/N=C/c1c(O)[nH]c(=S)[nH]c1=O
  -1.5	-1	-0.2	7	-4	2	0	-2	99	0
O=C(C[C@H]1C(=O)N(c2ccc(F)c(F)c2)C[C@@H]1Cc1ccccc1)Nc1ccccc1
  5.4	-6	-0.2	-11	2	4	-4	16	86	-4
c1ccc(CN2CCC(N3CCN(Cc4ccc5c(c4)OCO5)CC3)CC2)cc1
  1.8	-1	1.0	2	4	-11	-4	17	97	-1
Cc1ccc(N2CC(C(=O)Nc3nnc(SCCC4OCCO4)s3)CC2=O)cc1C (configuration not stated)
  -1.1	-3	0.0	-2	2	-17	0	2	102	-4
Cc1ccccc1-n1nc2c(c1NC(=O)COc1ccc(Cl)cc1)CS(=O)C2 (configuration not stated)
  0.8	-3	-0.2	4	-2	-4	0	-3	98	9
C#CCOCCOCCOCCNc1nc(N2CCN(C(=O)CCCCCCCCCCNC(=O)Cn3cc(C[C@@H](C)O)nn3)CC2)nc(N2CCN(C(=O)CCCCCCCCCCNC(=O)[C@@H]([C@H](C)O)n3cc(C)nn3)CC2)n1
  0.5	-17	0.1	7	-3	0	-5	2	93	97*
N#C/C(=C/c1ccc(OC(=O)c2ccc(Br)s2)cc1)c1nc2ccccc2[nH]1
  -1.6	4	-0.6	7	-11	3	3	-4	99	0
CC(=O)c1cccc(CN2CCC(n3nccc3NC(=O)CCc3ccccc3)CC2)c1
  -2.5	-10	0.0	10	-2	3	-2	-13	98	-4
Cc1nn(Cc2ccccc2)c(C)c1CNC(=O)c1ccc(F)c(S(=O)(=O)N2CCOCC2)c1
  -1.1	-7	0.2	11	27	0	2	0	97	7
CN1CCc2c(sc(NC(=O)c3ccc4ccccc4c3)c2C(N)=O)C1
  -2.0	0	19*	-13	7	3	-12	49	104	13
C[C@@H]1C(=O)O[C@@H]2CC34[C@H]5C[C@@H](C(C)(C)C)C36[C@H](OC(=O)[C@@H]6O)OC4(C(=O)O5)[C@@]12O (some centres not stated)
  -1.4	0	0.1	/	17	-9	3	0	99	0
COc1ccc(CC(NC(C)=O)C(=O)NC2CCN(C(=O)C3CCCCC3)CC2)cc1OC (configuration not stated)
  -2.3	-3	0.1	-6	-3	-23	0	-15	96	0
COc1cc(OC)c(C2NC(=O)CCC2[N+](=O)[O-])cc1OC (configuration not stated)
  -0.6	-11	0.1	12	3	-1	1	-9	94	-10
CNc1n[nH]c(=S)s1
  -0.2	-9	-0.1	-12	10	-12	2	3	99	-15
COc1cc(-n2c(=O)c3ccccc3n(Cc3cccc(C)c3)c2=O)cc(OC)c1OC
  -0.6	-11	-0.2	8	11	1	-3	2	96	2
CC(C)Cc1ccc(C(C)C(=O)Nc2ncccn2)cc1 (configuration not stated)
  -0.6	3	-0.3	-1	19	-1	-1	-1	101	5
COc1ccc(OC)c(-c2nnc(NC(=O)C(C)Sc3nncn3C)s2)c1 (configuration not stated)
  -1.2	-1	0.1	/	12	-9	-1	-4	94	14
CCN(CC)c1ccc(NC(=O)c2ccccc2F)cc1S(=O)(=O)Nc1ccccc1OC
  1.6	7	0.2	-3	5	-20	-5	6	110	-12
CCC1C(=O)NCCN1C(=O)c1cc(COc2cc(C)ccc2C)on1 (configuration not stated)
  -0.2	2	0.3	-7	-2	-4	1	-2	96	4
OCc1nnn(-c2cccc(C(F)(F)F)c2)c1CO
  -1.4	-4	-0.2	6	1	10	0	1	101	2
COc1ccc(CCNC(=O)COc2ccc(-c3ccccc3)cc2)cc1OC
  -0.8	10	0.0	-11	3	-12	-2	24	102	0
COc1ccc(CNC(=O)c2ccc3c(c2)NC(=O)C(C)S3)cc1 (configuration not stated)
  -2.0	8	0.1	/	14	-1	-2	-2	105	-4

No new results follow: three of the compounds above.
Below each SMILES – MC4R barr agon	TLR9-MyD88 block	aDG glyco act	Vif inh	MC4R antag cAMP	NOD2-RIPK2 inh	N-glyco inh	Granule exo inh	ABCB6 inh 2	ABHD5-PLIN5 inh
COc1ccc(CC(NC(C)=O)C(=O)NC2CCN(C(=O)C3CCCCC3)CC2)cc1OC (configuration not stated)
  -2.3	-3	0.1	-6	-3	-23	0	-15	96	0
COc1cc(OC)c(C2NC(=O)CCC2[N+](=O)[O-])cc1OC (configuration not stated)
  -0.6	-11	0.1	12	3	-1	1	-9	94	-10
CNc1n[nH]c(=S)s1
  -0.2	-9	-0.1	-12	10	-12	2	3	99	-15

(next part)
Below each SMILES – MC4R barr agon	TLR9-MyD88 block	aDG glyco act	Vif inh	MC4R antag cAMP	NOD2-RIPK2 inh	N-glyco inh	Granule exo inh	ABCB6 inh 2	ABHD5-PLIN5 inh
O=c1oc2ccccc2c(O)c1/C=N/c1ccccn1
  -0.1	-1	0.1	5	4	-16	-1	13	106	-4
C/C(=N/Oc1nc(C)cc(C)n1)c1ccc(F)cc1
  -0.6	3	0.0	3	-6	-16	-1	-1	108	-3
CCCCN1CC[C@H]2C=CC[C@@H](C(=O)N3CCN(c4ccccc4)CC3)[C@H]2C1=O
  0.5	4	0.3	-5	6	9	1	-1	98	-2
O=C(O)c1ccc(NC(=S)Nc2ccccc2)cc1
  -2.4	1	-0.1	2	6	-8	-1	-1	102	-1
Cc1ccc(N2CCOCC2)c2c1C(=O)c1ccccc1C2=O
  -1.1	-5	-0.5	-2	-11	3	3	-7	103	7
O=C(N/N=C/C=C/c1ccccc1[N+](=O)[O-])c1ccncc1
  -0.1	-17	0.6	-2	1	-5	-4	15	97	-2
Cn1c(=O)c2c(nc(NCc3ccc4c(c3)OCO4)n2C)n(C)c1=O
  1.4	4	0.3	1	-4	-6	0	-1	98	13
CCOc1ccc(NC(=O)C2CCN(S(=O)(=O)c3ccc4c(c3)C(C)(C)C(=O)N4C)CC2)cc1
  -1.1	7	-0.1	0	5	-6	-1	1	103	10
O=C(O)c1ccc(S(=O)(=O)c2ccc3c(c2)C(=O)N(c2ccc(O)cc2)C3=O)cc1
  -0.2	1	0.0	-5	-6	-8	5	-5	97	-14
COc1ccc(C2NC(=O)NC(O)(C(F)(F)F)C2C(=O)c2ccccc2)cc1OC (configuration not stated)
  -0.8	-7	0.0	-3	21	-7	1	0	98	4
COc1ccccc1N(CC(=O)NCCSCc1cccc(C)c1)S(=O)(=O)c1ccccc1
  -3.1	6	0.0	-12	16	-2	-6	2	87	-4
O=C(CCN1C(=O)/C(=C/c2cccs2)SC1=S)Nc1ccccn1
  -0.2	-12	-0.4	-6	19	0	3	19	110	-3
COc1ccc(S(=O)Cc2ccc(C(=O)N3CCN(C(=O)c4ccco4)CC3)o2)cc1 (configuration not stated)
  -3.1	-3	0.0	1	-2	-8	0	2	97	1
COc1ccccc1C(=O)NC(=O)COC(=O)CCOc1cc(C)ccc1C
  -0.8	-4	-0.2	-5	12	1	-1	5	104	-4
Cc1cc(Cl)ccc1C(=O)C1CCCN(C(=O)c2cccc(N3CCCC3=O)c2)C1 (configuration not stated)
  -1.6	2	0.0	3	-2	-2	2	-1	99	0
CCc1ccc(C(=O)C(C)OC(=O)CNS(=O)(=O)c2ccc(C)cc2)cc1 (configuration not stated)
  0.5	6	0.0	17	14	7	2	1	99	-7
CCOc1ccccc1CNS(=O)(=O)c1csc(C(N)=O)c1
  -0.5	-3	-0.3	4	16	-12	-1	?	95	6
COC(=O)c1ccc(CSc2nnnn2-c2ccc(C)cc2C)o1
  -1.7	-6	-0.2	-2	-4	3	-1	3	92	7
CCc1ccc(O)c(CNCCNCc2cc(CC)ccc2O)c1
  2.7	-1	3.6	-8	9	-6	-10	-1	98	8
O=C(CCSCc1ccccc1F)NCc1cccs1
  -1.4	-10	-0.2	0	10	-1	4	-6	97	3
C/C(CC(=O)NCCN1CCOCC1)=N\NC(=O)c1ccncc1
  -1.2	7	0.0	-1	1	-8	-1	-3	103	-4
CCCSC1=N/C(=C\c2ccc([N+](=O)[O-])o2)C(=O)S1
  -3.1	-6	0.0	17	5	4	3	2	100	-6
CSc1ncccc1C(=O)OCC(=O)N1CC(=O)Nc2ccccc21
  -2.2	-1	-0.1	6	1	6	2	0	92	2

Some of the compounds tested; the hit share may differ from the screen's.
